WRN helicase inh: qHTS for Inhibitors of WRN Helicase; Bifunctional 3'-5' exonuclease/ATP-dependent helicase WRN (Homo sapiens), Q14191; hit rate 0.46% among 360,000; Potency, µM (top dose mostly 114 µM), without a hit: at the top dose activity change, negative = inhibition, hits mostly inhibitors; WRN helicase unwinding, fluorescent forked duplex, kinetic; further: potency means the concentration at half of the fitted maximal effect; on the % scale 0 is the no-effect control and ±100 the full control effect; nearly all actives have a fitted effect of over 55% in size
Target sequence (Q14191 whole entry, looked up): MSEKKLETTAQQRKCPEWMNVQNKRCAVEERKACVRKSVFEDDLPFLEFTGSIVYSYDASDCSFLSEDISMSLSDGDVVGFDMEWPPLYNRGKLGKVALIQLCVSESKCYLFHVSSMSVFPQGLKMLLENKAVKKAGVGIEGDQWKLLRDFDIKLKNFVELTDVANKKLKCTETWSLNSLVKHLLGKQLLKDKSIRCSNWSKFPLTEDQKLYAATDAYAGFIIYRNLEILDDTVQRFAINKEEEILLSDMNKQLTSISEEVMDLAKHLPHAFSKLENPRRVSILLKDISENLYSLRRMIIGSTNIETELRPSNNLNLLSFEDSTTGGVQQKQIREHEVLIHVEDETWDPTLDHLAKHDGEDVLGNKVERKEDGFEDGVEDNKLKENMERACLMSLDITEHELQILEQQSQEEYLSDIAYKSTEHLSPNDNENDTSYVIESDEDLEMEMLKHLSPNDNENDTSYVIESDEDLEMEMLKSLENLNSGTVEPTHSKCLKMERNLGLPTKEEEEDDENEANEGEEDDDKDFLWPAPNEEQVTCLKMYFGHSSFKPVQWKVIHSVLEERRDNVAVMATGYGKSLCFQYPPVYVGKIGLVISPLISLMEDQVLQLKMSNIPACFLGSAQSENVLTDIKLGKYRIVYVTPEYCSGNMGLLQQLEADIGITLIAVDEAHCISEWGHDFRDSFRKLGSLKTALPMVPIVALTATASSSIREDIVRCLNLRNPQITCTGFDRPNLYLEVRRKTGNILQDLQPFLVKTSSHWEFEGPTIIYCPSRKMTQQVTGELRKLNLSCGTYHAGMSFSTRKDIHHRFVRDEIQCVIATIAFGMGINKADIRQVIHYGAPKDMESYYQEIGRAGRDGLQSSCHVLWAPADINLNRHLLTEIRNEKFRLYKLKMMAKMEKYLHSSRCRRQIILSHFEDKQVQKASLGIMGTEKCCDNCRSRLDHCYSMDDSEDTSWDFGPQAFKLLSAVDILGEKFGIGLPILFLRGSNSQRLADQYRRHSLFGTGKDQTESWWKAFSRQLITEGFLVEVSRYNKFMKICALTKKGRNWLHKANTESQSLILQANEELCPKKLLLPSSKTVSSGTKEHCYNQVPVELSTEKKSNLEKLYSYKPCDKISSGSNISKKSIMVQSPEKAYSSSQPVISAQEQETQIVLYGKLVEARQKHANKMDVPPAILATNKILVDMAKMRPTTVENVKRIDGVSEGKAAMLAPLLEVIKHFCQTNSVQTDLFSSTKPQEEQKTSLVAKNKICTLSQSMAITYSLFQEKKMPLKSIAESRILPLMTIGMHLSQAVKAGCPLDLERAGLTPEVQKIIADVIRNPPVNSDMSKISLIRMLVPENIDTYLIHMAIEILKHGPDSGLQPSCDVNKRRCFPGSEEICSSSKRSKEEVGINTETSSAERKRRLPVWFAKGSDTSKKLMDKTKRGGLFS
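Screening of the MLSMR collection measured strand separation of a quenched forked DNA duplex (100 nM) by 20 nM WRN with 2 mM ATP, all final. Compounds were preincubated with enzyme 15 min at room temperature.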
PLK1 PBD inh: qHTS for Inhibitors of PLK1-PDB (polo-like kinase 1 - polo-box domain): Primary Screen | AID 720504, 2013 | Serine/threonine-protein kinase PLK1 (Homo sapiens), P53350 | Potency, µM, inactives show max response, negative = inhibition, usual class: inhibitors | Plk1 PBD binding of FITC phosphopeptide, fluorescence polarization | hit rate 2.8% among 360,000; further: potency means the concentration at half of the fitted maximal effect; series mostly up to about 57 µM; on the % scale 0 is the no-effect control and ±100 the full control effect; nearly all actives have a fitted effect of over 65% in size
GLP1R inv ag: qHTS of GLP-1 Receptor Inverse Agonists (Inhibition Mode); AID 624417, 2012; HEK293 GLP-1R CRE-luciferase, luminescence, 24 h; GLP-1R form is constitutively active; Glucagon-like peptide 1 receptor (Homo sapiens), P43220; hit rate 1.6% among 410,000; Potency, µM (top dose mostly 38.3 µM), for inactives: at the top dose activity change, negative = inhibition, most hits filed as inhibitors; further: potency means the concentration at half of the fitted maximal effect; on the % scale 0 is the no-effect control and ±100 the full control effect; nearly all actives have a fitted effect of over 55% in size
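HEK293 cells stably co-expressing a cAMP-responsive luciferase reporter and constitutively active GLP-1R were seeded, incubated 12 h, then exposed to compounds for 24 h at 37 C. Luminescence was read 12 min after detection reagent; inverse agonists lower signal.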
GLP1R cytotox: qHTS of GLP-1 Receptor Inverse Agonists: Cytotox Screen | HEK293 cAMP-luciferase reporter cells, luminescence, 24 h | Potency, µM (doses to about 38.3 µM), without a hit: at the top dose activity change, negative = inhibition, actives largely listed as inhibitors | hit rate 0.13% among 410,000 | AID 624418, 2012;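 further: loss of luciferase light is scored as toxicity; potency means the concentration at half of the fitted maximal effect; on the % scale 0 is the no-effect control and ±100 the full control effect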
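1536-well qHTS counterscreen of the MLSMR; 200 cells/uL, 12 h pre-incubation, 23 nL cpd, 24 h at 37 deg C 5% CO2, luciferase detection reagent, 12 min RT, luminescence. Inhibition = undesired.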
D3 ag: qHTS of D3 Dopamine Receptor Agonist: qHTS. D3R DiscoveRx beta-arrestin cells, luminescence, 90 min. AID 652048, 2013. max activation, %. hit rate 0.58% among 410,000; in the data active means max activation above about 30%; further: 0% is about no effect; mostly tested at two doses, the higher about 12 µM
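Cells at 1500/well, incubated overnight, then treated with pinned compounds (dopamine as control) for 90 min at 37 degrees C. DiscoveRx reagent added for 30 - 60 minutes at room temperature; luminescence read.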
PI5P4K alpha inh: qHTS for Inhibitors of phosphatidylinositol 5-phosphate 4-kinase (PI5P4K). max response, %. Phosphatidylinositol 5-phosphate 4-kinase type-2 alpha (Homo sapiens), P48426. PI5P4Kalpha enzyme, ADP-Glo luminescence, 60 min; active compounds read low. hit rate 1.2% among 330,000; active means max response of -50% or lower; inconclusive means between -30% and -50%; inactive means -30% or higher; further: value at the top dose of about 77 µM; on the % scale 0 is the no-effect control and ±100 the full control effect
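Reactions run in 0.038 M HEPES pH 7.4, 0.28 mM EGTA, 0.1% CHAPS and 5% DMSO, with PI5P4Kalpha, substrate, compound and 5 microM ATP final, one hour at room temperature. Readout is ADP-Glo luminescence.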
D3 antag: qHTS of D3 Dopamine Receptor Antagonist: qHTS | D(3) dopamine receptor (Homo sapiens), P35462 | D3R cells, DiscoveRx beta-arrestin luminescence, antagonist mode; active compounds read low | max response, negative = inhibition, % | hit rate 2.5% among 360,000; in the data active means max response below about -50%; inconclusive means no clear call, values can overlap the other calls; further: on the % scale 0 is the no-effect control and ±100 the full control effect; mostly tested at two doses, the higher about 12 µM
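Cells expressing the human receptor were seeded at 1500 cells/well, incubated overnight at 37 degrees C in 5% CO2, then exposed to library compounds with dopamine controls for 90 minutes at 37 degrees C before luminescent detection.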
IL2 activator: qHTS of IL-2 Activators | hit rate 0.065% among 360,000 | IL-2 activation reporter assay, cell-based qHTS; stimulated with anti-CD3/CD4/CD28 beads; in transgenic mouse T cells | AID 652025, 2013 | activation, % (series mostly up to about 46 µM); in the data active means activation above about 50%; inconclusive means mostly about 30% to 49%; further: 0% is about no effect
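Screening format: compound pinned onto unstimulated transgenic mouse T cells, 60 min incubation, then anti-CD3/anti-CD4/anti-CD28 bead stimulation for 18 hours at 37 degrees C, followed by EGFP and DsRed detection.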
GLP1R ag: qHTS of GLP-1 Receptor Agonists; AID 624172, 2012; Potency, µM (highest dose often 45.6 µM), inactives show at the highest dose activation, usual class: activators; HEK293 GLP-1R CRE-luciferase, luminescence, 4-6 h; cells express a hypersensitive GLP-1R form; Glucagon-like peptide 1 receptor (Homo sapiens), P43220; hit rate 0.007% among 380,000; further: potency means the concentration at half of the fitted maximal effect; % of control where 0% means no effect
* hit, by the source's call; ? = inconclusive; . = not tested or not shown; & = joins results of further samples; [ ] = dose if it differs, or a comment. Unless noted, the call rests on the fitted dose curve; in most records, active means well fitted curve in the direction sought with a large enough effect; inconclusive means small, poorly fitted or top-dose-only effect, or another doubt; inactive means no such curve, though single readings can be large; an effect the other way counts as inactive or inconclusive.

mol	WRN helicase inh	PLK1 PBD inh	GLP1R inv ag	GLP1R cytotox	D3 ag	PI5P4K alpha inh	D3 antag	IL2 activator	GLP1R ag
O=C1NC(Cc2ccccc2)c2nc3cc(F)c(F)cc3c(=O)n2-c2cc3ccccc3cc21 (configuration not stated)	4%	4%	?	-16%	-8	-3	-8	-0.8	5%
COc1cc(C(=O)Nc2ccc3c(c2)N(C(=O)CN2CCN(C)CC2)c2ccccc2CC3)cc(OC)c1OC	-7%	7%	?	-31%	3	2	-15	-4.2	0%
Cc1ccc2c(c1)c(N1CCCC1=O)c(C(=O)Nc1ccc(F)cc1F)n2C	.	.	4%	-4%	0	.	.	.	5%
O=C(O)Cc1cn(Cc2cccc(Cl)c2)c2ccccc12	-9%	-14%	8%	7%	2	-3	7	-0.7	-8%
COc1ccc(-c2csc(NC(=O)c3ccc(C(C)(C)C)cc3)c2C(=O)O)cc1	-25%	?	?	-13%	6	-11	-13	-0.5	-1%
CN(CC(=O)NNC(=O)Cc1ccccc1F)S(=O)(=O)c1ccc(Cl)cc1	20%	-11%	-14%	0%	-4	-6	-19	-2.5	7%
COc1ccc2c(c1)C(=O)N(c1ccccc1C)C(=O)C2(C)C	-33%[57.1 µM]	-13%	3%	4%	0	1	-1	-5.3	16%
CCOc1cc(C2C(C(=O)O)c3cc(OCC)c(OCC)cc3C(=O)N2C)ccc1O (configuration not stated)	13%	-11%	0%	-3%	2	-4	5	2.1	-3%
O=C(CN1CCN(c2ccccc2)CC1)Nc1ccccc1C(F)(F)F	3%	-12%	?	-19%	-19	3	14	0.5	3%
COc1ccc(C(=O)N/N=C/c2ccc(OC)c(CN3CCc4cc(OC)c(OC)cc4C3C)c2)cc1 (configuration not stated)	17%	5%	-1%[7.66 µM]	-13%[7.66 µM]	-9	-7	-10	1.4	-2%
Cc1ccc(S(=O)(=O)N2CCC(C(=O)NNS(=O)(=O)c3ccc(Cl)cc3)CC2)cc1	4%	2%	2%	-2%	0	10	17	-1.8	1%
CCOCC(=O)Nc1cc(C(F)(F)F)ccc1Oc1cccc(Br)c1	-6%	-4%	?	61%[activator]	-11	18	-24	0.2	21%
COCCOC(=O)c1nccnc1C(=O)Nc1ccc(S(=O)(=O)N2CCOCC2)cc1	0%	2%	-7%	3%	2	-2	13	0.2	5%
Cc1ccc(NS(=O)(=O)c2c(C)[nH]c(=O)[nH]c2=O)cc1C	-1%	-12%	24%	1%	-2	.	9	-0.2	-6%
CC1CCN(S(=O)(=O)c2ccc3c(c2)N(CC(=O)NCc2cccnc2)C(=O)CS3)CC1	2%	27µM*	11%	-23%	3	-20	5	-0.7	-7%
Cc1ccc(NC(=S)N(CCCN2CCCC2)Cc2cccn2Cc2ccc(Cl)cc2)cc1Cl	-31%	-21%	?	34%	-24	15	-22	-6.1	9%
COc1ccccc1CCNS(=O)(=O)CCNC(=O)c1ccccc1	9%	-9%	-11%	7%	2	-3	-2	-2.7	16%
COc1ccc(C)cc1NC(=O)NC(C)c1ccncc1 (configuration not stated)	-4%	-1%	11%	-28%	0	0	12	0.6	4%
COc1ccccc1NC(=O)c1cccs1	-4%	-13%	2%	1%	-5	1	-28	-3.3	8%
Cc1cc(F)ccc1NC(=O)C1CCN(C(=O)Nc2ccccc2)CC1	-32%	-8%	-12%	-4%	-2	5	14	0.1	-10%
Cc1ccccc1C(=O)NC1CCN(CC(=O)Nc2nccs2)CC1	7%	-3%	-2%	-24%	-1	.	-3	7.0	-9%
CCN(C(=O)CSc1nc(-c2ccccc2)c(-c2ccccc2)[nH]1)C1CCS(=O)(=O)C1 (configuration not stated)	-5%	-20%	-25%	-9%	2	-10	-6	1.0	1%
CC(=O)/C(=N\Nc1ccc(C)cc1)Sc1nncn1C	1%	-4%	?	151%[activator]	0	-2	-5	-3.4	7%
CC1=C(C(=O)N2CCCCCC2)CC(CC(=O)NC2CCCCC2)C(=O)N1Cc1ccccc1 (configuration not stated)	5%	1%	-2%	3%	3	2	8	-0.6	2%
O=C(CNCc1ccccc1Cl)Nc1cc(S(=O)(=O)N2CCOCC2)ccc1Cl	-1%	-12%	?	4%	16	-3	4	-0.6	25%
S=C(NCc1ccccc1)NCc1ccccn1	3%	-6%	4%	-4%	-22	-10	4	-2.4	0%
CC1=C(C(N)=O)C(c2ccc(Br)cc2)n2ncnc2N1 (configuration not stated)	1%	-8%	4%	6%	5	-6	16	1.5	-2%
CC(C)C[C@H]1CNC(=O)C(=O)N1C[C@@H]1CCCN1C[C@H](Cc1ccccc1)N1C[C@H](Cc2ccccc2)N(CCc2ccccc2)C(=O)C1=O	1%	0%	30%[activator]	-9%	0	-8	-1	0.7	0%
CC(C)Oc1cccc(NC(=O)C2(C)CCN2C(C)C)c1 (configuration not stated)	10%[57.1 µM]	-2%	?	1%	0	3	1	0.0	12%
O=C(CCN1CCN(C/C=C/c2ccccc2)CC1)Nc1ccccc1	0%	1%	?	-26%	4	0	-58*	-3.2	-6%
COc1cc(OC)c(-c2nc3c[n+](CC(=O)c4ccccc4)ccc3n2C)cc1OC	-5%	-5%	-1%	?	-11	.	-4	2.1	-2%
CC(C)(C)C(=O)N1CCN(c2c(Cl)cccc2[N+](=O)[O-])CC1	2%[57.1 µM]	-7%	?	?	1	-18	3	-3.1	1%
CCOc1ccccc1N(CC(=O)N1CCC(C)CC1)S(=O)(=O)c1ccc(C)cc1	?	-2%	?	5%	-24	4	-9	-5.7	12%
CCc1c(C)nc2ncnn2c1NCc1cccs1	0%	-1%	3%	-30%	14	.	16	-0.1	10%
OC(c1cccc(CN2CCCCC2)c1)c1ncc(-c2cccc3ccccc23)[nH]1 (configuration not stated)	5%	2%	?	0%	-18	8	-54*	-0.3	8%
O=C(c1cc2ccccc2[nH]1)N(Cc1cccnc1)CC1CCCN(C2CCCCC2)C1 (configuration not stated)	2%	-2%	?	-16%	-7	8	-2	-2.2	1%
COc1ccccc1CNC(=O)C1CCCN(S(=O)(=O)c2c(C)[nH]c(=O)[nH]c2=O)C1 (configuration not stated)	2%	-1%	-1%	-7%	-3	4	49	0.4	-3%
Cc1ccc(Sc2nnc(-c3ccccc3)cc2C#N)cc1	-5%	4%	-3%	-6%	5	-4	?	-0.2	-11%
COc1ccc(/C=N/N=C/c2ccc(OC)c(OC)c2)cc1OC	5%	-8%	0%	9%	0	0	4	-2.8	-6%
COc1ccc(NC(=O)CN(c2cccc(F)c2)S(C)(=O)=O)cc1OC	-5%	-4%	0%	-17%	-3	.	8	-2.3	-1%
N#C/C(=C(/O)CN1CCCC1)c1nc(-c2ccccc2)cs1	2%	0%	3%	2%	-1	3	-3	-5.9	6%
COc1cc(C)ccc1OCCCCNCc1ccccc1	3%	-8%	-18%	11%	-14	8	-21	-0.6	3%
O=[N+]([O-])c1ccc(Cc2nnc(-c3ccccc3Cl)o2)cc1	-1%	-13%	22%	5%	13	7	1	-0.1	?
Cc1ccc(C(=O)C2CCN(CC(=O)Nc3nc(C)cs3)CC2)cc1	7%	-1%	?	-16%	-9	3	-29	0.5	3%
OC(c1cccc(Cl)c1)c1nc(/C=C/c2ccc(C(F)(F)F)cc2)cs1 (configuration not stated)	-10%	-6%	?	?	-7	0	0	-0.5	-2%
CC(C)OCc1ccc(C(=O)N2CCN(S(=O)(=O)c3ccc(Br)s3)CC2)cc1	-8%	2%	?	1%	1	0	23	-0.4	-2%
O=C(O)c1ccc(/C=N/Nc2ccc(S(=O)(=O)N3CCCC3)cc2[N+](=O)[O-])cc1	1%	-11%	59%[activator]	4%	-10	-11	-1	-0.6	4%
COc1ccc(NC(=O)/C(Cl)=C(/Cl)S(=O)Cc2ccccc2Cl)cn1 (configuration not stated)	11µM*	1.5µM*	?	4µM*	-18	?	-96*	-1.3	-8%
C[C@H](OC(=O)N1CCN(C(c2ccccc2)c2ccccc2)CC1)[C@@H]1O[C@@]2(C)CCC[C@H]1O2	-5%	-6%	10µM*	33%[activator]	-7	-1	-18	-0.4	16%
CC1=C(C(=O)OCc2ccccc2)C(c2ccc(C)o2)C2=C(CCCC2=O)N1 (configuration not stated)	-10%	-10%	3%	20%	1	-3	12	-0.7	-1%
CCC1=C(OC(=O)N(CC)CC)N2C(=O)OC(=NCCOC)[C@]2(Cc2ccccc2)[C@H]2C1=CC[C@H]1C(=O)N(C)C(=O)[C@H]12	4%	-9%	14%	9%	-24	4	-10	0.7	-6%
COc1ccc(CCN(C)C(=O)CCNS(=O)(=O)c2ccccc2C(F)(F)F)cc1OC	2%	-5%	44%[activator]	-9%	-1	3	8	-0.2	5%
O=C(O)c1ccc(NC2OC[C@@H](O)[C@H](O)[C@H]2O)cc1 (some centres not stated)	4%	2%	3%	-3%	1&-2	-2	14	0.5	-6%

Rewritten field by field: part of the list above
O=C(c1cc2ccccc2[nH]1)N(Cc1cccnc1)CC1CCCN(C2CCCCC2)C1 (configuration not stated)
  WRN helicase inh = 2% | PLK1 PBD inh = -2% | GLP1R inv ag = ? | GLP1R cytotox = -16% | D3 ag = -7 | PI5P4K alpha inh = 8 | D3 antag = -2 | IL2 activator = -2.2 | GLP1R ag = 1%

OC(c1cccc(CN2CCCCC2)c1)c1ncc(-c2cccc3ccccc23)[nH]1 (configuration not stated)
  WRN helicase inh = 5% | PLK1 PBD inh = 2% | GLP1R inv ag = ? | GLP1R cytotox = 0% | D3 ag = -18 | PI5P4K alpha inh = 8 | D3 antag = -54* | IL2 activator = -0.3 | GLP1R ag = 8%

Compound activity: PubChem, National Center for Advancing Translational Sciences (NCATS)
